Screening data deposited in PubChem by The Scripps Research Institute Molecular Screening Center.
UHRF1 MBD2 ctr: UHRF1 methylated DNA binding inhibitors, primary screen, counter-screen for MBD2 inhibitor project, biochemical, TR-FRET, human UHRF1, single concentration. UHRF1 binding to methylated oligo. inhibition, % at 4.4 µM. actives 0.75% (n = 370,000). AID 687016, 2013; in the data active = inhibition above about 21%;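 also: UHRF1 SRA domain binding a hemimethylated CpG hairpin DNA probe; 0% = median of test compound wells and 100% = reference inhibitor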
ABHD4 inh: ABHD4 inhibitors, primary screen, biochemical, fluorescence polarization, mouse; inhibition, % at 8.92 µM; (Lyso)-N-acylphosphatidylethanolamine lipase (Mus musculus), Q8VD66; purified mABHD4, FP-Rh probe fluorescence polarization; actives 0.54% (n = 370,000); AID 720543, 2013;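 active = inhibition exceeding the mean over every tested compound plus 3 SD, cut at about 30% in these data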;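 also: 0% = plate median of compound wells and 100% = S159A mutant with DMSO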
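Material: mouse ABHD4 enzyme, wild type; Benchmarks: S159A mutant high control, sample median low control; Buffer or medium: HEPES pH 7.0, NaCl, Pluronic buffer; Signal: fluorescence polarization; Read-out: percent inhibition of probe binding, normalized to plate controls; Timing: pre-incubation 45 min, probe exposure 60 min, at 25 °C; Dosing: 8.92 µM, single dose.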
DDE Tn7 FP inh: inhibitors of Tn7 peptide binding to fibrin DD(E), primary screen, biochemical, fluorescence polarization, human fibrin, Tn7 probe | Fibrinogen beta chain (Homo sapiens), P02675 | FP displacement of FITC-Tn7 peptide from fibrin DD(E); 0% = median of compound wells per plate | inhibition, % at 8.3 µM | actives 0.13% (n = 370,000);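 active = inhibition above the mean of compounds falling within the control limits plus 3 SD of them, cut at about 14% in these data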;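 also: 0% = plate median of compound wells and 100% = 10 µM Aha-Tn7 peptide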
Target sequence (P02675 whole entry, looked up): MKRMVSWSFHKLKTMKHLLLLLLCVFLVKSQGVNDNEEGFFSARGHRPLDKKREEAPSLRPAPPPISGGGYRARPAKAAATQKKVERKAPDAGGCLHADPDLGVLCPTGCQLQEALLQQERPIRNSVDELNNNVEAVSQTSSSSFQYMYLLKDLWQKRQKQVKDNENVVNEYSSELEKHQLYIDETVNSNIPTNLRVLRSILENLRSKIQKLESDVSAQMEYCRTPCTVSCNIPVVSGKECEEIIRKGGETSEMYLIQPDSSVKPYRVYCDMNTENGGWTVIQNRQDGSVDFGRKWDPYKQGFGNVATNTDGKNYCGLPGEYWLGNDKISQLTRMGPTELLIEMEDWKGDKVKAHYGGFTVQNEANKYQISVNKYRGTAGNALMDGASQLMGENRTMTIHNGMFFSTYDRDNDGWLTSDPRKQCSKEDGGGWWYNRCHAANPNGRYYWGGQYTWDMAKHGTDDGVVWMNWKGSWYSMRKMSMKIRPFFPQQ
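Assay system: human fibrin DD(E). Input: DD(E) 2 µM final. Medium: Tris buffer with calcium and detergent, pH 7.8. Compound dosing: single point at 8.3 µM. Timing: 10 min plus 3 h, room temperature. Technique: fluorescence polarization of the labelled Tn7 tracer. Read-out: percent inhibition. Replicates: singlicate testing.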
PG9 Ab binder: binders of HIV-1 gp120 antibody PG9, primary screen, biochemical, TR-FRET | inhibition, % at 6.7 µM | actives 0.43% (n = 360,000) | HIV-1 gp120 / PG9 antibody interaction | TR-FRET gp120-PG9 antibody binding; in the data active = inhibition above about 8.5%
PRMT1 inh: PRMT1 methyltransferase inhibitors, primary screen, biochemical, fluorescence polarization. Protein arginine N-methyltransferase 1 (Homo sapiens), Q99873. recombinant PRMT1, activity-based probe fluorescence polarization. inhibition, % at 2.79 µM. actives 1.3% (n = 370,000). AID 652257, 2013;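 active = inhibition above about 21% made by adding two undisclosed values, limit read from the data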
Target sequence (Q99873 whole entry, looked up): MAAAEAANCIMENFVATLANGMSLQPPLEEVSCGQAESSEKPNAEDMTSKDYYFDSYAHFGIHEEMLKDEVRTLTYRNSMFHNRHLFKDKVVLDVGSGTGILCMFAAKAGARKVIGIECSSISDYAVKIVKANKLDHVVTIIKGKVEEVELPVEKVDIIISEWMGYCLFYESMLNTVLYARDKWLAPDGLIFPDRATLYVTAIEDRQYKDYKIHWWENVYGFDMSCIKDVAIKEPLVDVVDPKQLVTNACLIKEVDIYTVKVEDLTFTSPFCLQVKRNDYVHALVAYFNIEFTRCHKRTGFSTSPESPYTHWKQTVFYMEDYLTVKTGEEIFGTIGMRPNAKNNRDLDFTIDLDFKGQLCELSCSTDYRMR
LEDGF integ inh: blockers of LEDGF/p75-dependent integrase strand transfer – biochemical, TR-FRET, high throughput, primary screen; TR-FRET IN-LEDGF/p75 DNA integration, Eu/Cy5; HIV-1 integrase (with human LEDGF/p75); actives 0.64% (n = 370,000); AID 743269, 2014; inhibition, % at 3.7 µM;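 active = inhibition above the screen-wide mean plus 3 SD, cut at about 13% in these data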;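 also: signal is the Cy5 over europium emission ratio at 671 and 618 nm; 0% = plate median of compound wells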
HTRA1 inh: HTRA1 serine protease inhibitors, primary screen, biochemical, fluorescence polarization, HTS; Q92743; AID 504803, 2011; inhibition, % at 5.96 µM; actives 0.5% (n = 340,000); recombinant HTRA1, FP-rhodamine activity-based probe; in the data active = inhibition above about 36%;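 also: 0% = enzyme with DMSO and 100% = wells lacking enzyme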
SIAE primary: human SIAE inhibitors, primary screen, biochemical, fluorescence polarization, FP-Rh probe, 1536-well HTS | SIAE FP-Rh probe binding | inhibition, % at 9.66 µM | actives 0.69% (n = 370,000) | AID 1053197, 2014;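 active = inhibition above a cutoff: mean of compounds within the control limits plus 3 SD of those, cut at about 17% in these data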;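 also: 0% = plate median of compound wells and 100% = probe without SIAE protein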
TCR-CD3 inh: inhibitors of human TCR-CD3 interaction, primary screen, biochemical, fluorescence, TAMRA-labeled TCR probe. actives 0.37% (n = 360,000). T-cell receptor (TCR). inhibition, % at 9.4 µM; in the data active = inhibition above about 19%;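 also: recombinant mutant TCR 2C K166C tagged with TAMRA read by polarization; 0% = receptor in buffer alone and 100% = receptor with positive control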
TDP2 absorb: human TDP2 enzyme inhibitors, primary screen, biochemical, epi absorbance, recombinant enzyme | Tyrosyl-DNA phosphodiesterase 2 (Homo sapiens), O95551 | T5PNP hydrolysis, p-nitrophenol absorbance 415 nm | inhibition, % at 12.8 µM | actives 0.34% (n = 370,000);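 active = inhibition above the mean of all tested compounds plus 3 SD, set per campaign, cut at about 25% in these data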;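 also: 0% = DMSO with enzyme and 100% = buffer with substrate but no TDP2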
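Assay system: Recombinant human TDP2 | Quantity: 120 nM TDP2 per well | Incubation: 2 h at 37 °C | Signal: Epi absorbance | Evaluation: Percent inhibition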
Starred values were filed as active, the others as inactive; · = no result given.

Every second line gives: ABHD4 inh	PRMT1 inh	UHRF1 MBD2 ctr	HTRA1 inh	TCR-CD3 inh	SIAE primary	PG9 Ab binder	TDP2 absorb	LEDGF integ inh	DDE Tn7 FP inh
1. O=C(COc1ccc2ccccc2c1)NCCNC(=O)COc1ccc2ccccc2c1
 : -3	-4	-1	-8	2	-7	-12	-5	0	0
2. CC(C)(C)NC(=O)COC(=O)/C=C/c1ccccc1[N+](=O)[O-]
 : 3	-2	2	4	6	4	0.0	0	-5	-1
3. O=C(CNC(=O)Cc1ccccc1)NCC(=O)OCC(=O)c1ccc(Cl)cc1
 : 2	1	3	-7	-2	2	-0.5	-12	3	-4
4. Cc1sc2nc(CN(Cc3ccccc3)C(=O)NC3CCCCC3)[nH]c(=O)c2c1C
 : 4	1	-1	20	1	-7	-0.9	3	-2	4
5. CCCCC(=O)Nc1c2c(nn1-c1ccc(C)cc1)CS(=O)(=O)C2
 : 6	-3	0	8	1	2	0.3	1	2	-3
6. CC(C)C(=O)Nc1ccc(N2CCN(S(C)(=O)=O)CC2)cc1
 : 2	-1	-1	2	-3	0	0.2	13	1	-7
7. Cc1ccc(Nc2cc(=O)n(C3CCCCC3)c(=O)[nH]2)cc1C
 : 1	3	0	-2	-2	-1	0.9	-2	-1	3
8. CC1CCCCN1c1ncnc(N)c1[N+](=O)[O-] (centres undefined)
 : -3	-2	-4	3	3	3	-0.6	14	-1	-7
9. COc1ccc(C(=O)CN2CCN(c3cc(C)nc4ccccc34)CC2)cc1
 : 5	-4	1	·	8	6	-0.2	-4	5	-3
10. CC(N)c1csc(Nc2ccc(C(=O)c3ccccc3)cc2)n1 (centres undefined)
 : 2	0	-2	·	-10	1	-1.9	1	-2	-2
11. CCC(C)NCCCCOc1cc(C)cc(C(C)C)c1 (centres undefined)
 : 10	-3	4	-2	-4	-1	0.7	-5	4	-5
12. COc1ccccc1CNC(=O)COC(=O)c1sc(C)nc1C
 : 1	2	-1	1	-11	5	0.2	8	-3	1
13. COc1cccc(C(=O)NC(=S)Nc2ccc(Cl)cc2C(=O)O)c1
 : -9	-1	0	-8	4	-3	0.0	-11	2	0
14. O=C(CCCC(=O)c1ccc(O)cc1)c1ccc(O)cc1
 : -5	2	-3	-9	-1	-4	0.8	8	0	6
15. CC(=O)CSc1nc2nccnc2[nH]1
 : 2	-3	2	14	3	-3	-0.7	-7	2	-4
16. O=C(Cc1ccccc1)N1CCN(c2ccccc2F)CC1
 : -4	0	1	-5	5	4	-1.9	-7	-4	2
17. CN(C)C(=O)c1nc2ccccc2s1
 : -7	-1	-4	-3	4	2	-1.9	11	2	-5
18. COc1ccc(C(=O)NC(=S)Nc2cccnc2)cc1OC
 : 3	3	0	2	-7	-3	-1.1	-1	3	3
19. CCOc1ccccc1CN(Cc1ccco1)S(=O)(=O)c1ccc(-n2cnnn2)c(OC)c1
 : -14	-2	1	-33	1	0	-1.2	-12	0	-5
20. Cn1c(=O)c2[nH]c(SCC(=O)N3CCN(c4cccc(C(F)(F)F)c4)CC3)nc2n(C)c1=O
 : 1	1	0	·	·	2	·	10	0	5

Brought forward from above: 2 entries; new compounds follow.
Every second line gives: ABHD4 inh	PRMT1 inh	UHRF1 MBD2 ctr	HTRA1 inh	TCR-CD3 inh	SIAE primary	PG9 Ab binder	TDP2 absorb	LEDGF integ inh	DDE Tn7 FP inh
19. CCOc1ccccc1CN(Cc1ccco1)S(=O)(=O)c1ccc(-n2cnnn2)c(OC)c1
 : -14	-2	1	-33	1	0	-1.2	-12	0	-5
20. Cn1c(=O)c2[nH]c(SCC(=O)N3CCN(c4cccc(C(F)(F)F)c4)CC3)nc2n(C)c1=O
 : 1	1	0	·	·	2	·	10	0	5
21. CC(C)CN1CCC(=O)N([C@H](CO)Cc2ccccc2)CC1
 : 7	0	3	14	-1	-4	0.8	2	1	7
22. OC(c1ccc(Cl)c(F)c1)c1ncc(-c2ccc(Oc3ccccc3)cc2)[nH]1 (centres undefined)
 : -15	0	-2	·	-7	11	-2.4	0	-1	3
23. COc1ccc(NC(=O)c2cc(F)cc(F)c2)cc1S(=O)(=O)N1CCCCC1
 : -6	0	1	-31	2	-6	0.4	-11	-5	1
24. COc1ccc(OC)c(CCNC(=O)CN2C(=O)COc3ccc(S(=O)(=O)N4CCOCC4)cc32)c1
 : -2	4	4	10	-2	4	-3.1	7	-1	11
25. O=S(=O)(c1cnccc1N1CCN(CCO)CC1)N1CCCCC1
 : -1	1	0	1	3	2	-1.6	6	1	-7
26. O=C(CN1C(=O)C2(OCCCO2)c2ccccc21)NCc1ccccc1Cl
 : -2	-1	1	·	·	-1	·	3	0	4
27. Cc1ccc(OCC(=O)c2cc(C)n(C3CC3)c2C)c([N+](=O)[O-])n1
 : -2	4	-4	7	2	2	-1.9	1	-2	4
28. O=c1cc(-c2ccc(O)cc2)oc2cc(O)c([C@@H]3O[C@H](CO)[C@@H](O)[C@H](O)[C@H]3O)c(O)c12
 : 5	-5	-7	4	1	3	1.8	-9	3	-5
29. O=C(c1cc(-c2ccc3c(c2)OCO3)on1)N1CCCCC1
 : -1	6	0	-2	0	3	0.4	7	-4	-5
30. Cc1noc(C)c1S(=O)(=O)Nc1ccc(C(=O)NCCc2ccccc2)cc1
 : -1	-1	-2	2	1	-6	-0.6	4	0	3
31. O=C(c1ccc(F)cc1)N1CCC(C(=O)N2CCN(S(=O)(=O)c3ccccc3Br)CC2)CC1
 : 5	-1	-3	-2	2	15	0.0	5	-2	-4
32. Cc1ccnc(N2C(=O)c3ccc([N+](=O)[O-])cc3C2=O)c1
 : -1	-4	-2	3	3	7	-0.9	8	2	-8
33. O=C(Cn1cnc2c(nnn2Cc2ccccc2F)c1=O)N1CCN(c2ccccc2)CC1
 : -4	-2	2	6	5	-2	-1.9	7	-5	4
34. COc1cc2c(C)nc3onc(-c4ccccc4)c3c2cc1OC
 : -10	-3	3	2	3	-12	-1.6	-8	0	-5
35. Cc1cccc(S(=O)(=O)NNC(=O)Cc2cccn2C)c1
 : 10	4	-2	4	5	1	-2.3	3	-1	0
36. O=C(CN1C(=O)NC2(CCCC2)C1=O)NCCc1ccc(F)cc1
 : -13	7	6	-2	-6	5	1.0	-15	-4	-6
37. Cc1cc(-c2nnc(SCC(=O)Nc3ccc(F)cc3)n2N)n[nH]1
 : 3	-1	1	-3	9	3	-0.6	3	-4	5
38. COc1cc(OC)nc(Oc2ccccc2C(=O)Oc2ccc(F)cc2Cl)n1
 : -13	-2	1	-18	3	8	1.4	-6	-1	-1
39. CC1=C(C(=O)OCCOC(C)C)C(c2cccnc2)C2=C(CCCC2=O)N1 (centres undefined)
 : 1	-1	-1	4	4	2	-1.8	2	1	-12
40. O=C(CCCN1C(=O)/C(=C/c2ccccc2)SC1=S)Nc1ccccc1O
 : -11	1	3	-16	-3	-3	0.0	1	-3	6
41. COC(=O)c1ccccc1S(=O)(=O)N1CCC(C(=O)OC(C)C(=O)Nc2ccc(NC(C)=O)cc2)CC1 (centres undefined)
 : 0	-1	0	-4	7	-5	-1.2	0	2	-4
42. Cc1cc2cc3c(cc2nc1SCC(=O)Nc1nc(C)c(C)s1)OCO3
 : -2	-1	-2	-13	10	-1	0.8	-4	1	-9
43. NC(=O)CC(NC(=O)Cc1ccc(Br)cc1)c1ccc(N2CCC(N3CCCC3)CC2)c([N+](=O)[O-])c1 (centres undefined)
 : 4	0	-4	2	-14	6	1.8	6	0	8
44. COc1ccc(C(=O)ON=C(C)c2nccs2)cc1
 : 6	-2	-3	·	7	1	0.6	5	-4	-4
45. COc1ccc(N2CCN(C(CNC(=O)C(=O)NC3CC3)c3ccco3)CC2)cc1 (centres undefined)
 : 3	1	2	6	1	5	-2.7	-8	-7	-9
46. CC(C)NC(=O)c1cc(-c2ccc(Br)cc2)on1
 : -6	0	-2	-2	0	-7	0.3	0	-1	3
47. Cc1cccc(C)c1N(C(=O)c1ccco1)C(C(=O)NC1CCCC1)c1ccncc1 (centres undefined)
 : 0	-1	-2	4	5	7	1.6	8	-1	-8
48. Cc1ccc(NC(=S)N2CCC(N(C)CC3CCCO3)CC2)cc1C (centres undefined)
 : -4	-2	-1	0	5	6	-1.7	-7	4	0
49. CC(C)c1ccc(O)c(N)c1
 : 18	4	-1	20	-2	10	-1.9	-7	1	0
50. COc1cccc(N2CCN(C(=O)CCCCCNc3nc(=S)[nH]c4ccccc34)CC2)c1
 : 8	0	-1	-19	2	-8	1.9	4	0	3
51. COCCNc1nc2c(c(=O)n(C)c(=O)n2C)n1Cc1cccc(C(F)(F)F)c1
 : 1	1	-1	2	-3	-1	0.6	-2	1	-1
52. CCn1c(SCC(=O)N(C)C)nc2cc(S(=O)(=O)N3CCCCC3)ccc21
 : -15	0	6	-6	-1	3	0.4	-4	1	4
53. O=C(Cc1cccs1)NCc1ccc(F)cc1
 : 7	-4	-3	-2	3	2	0.5	3	-1	-9
54. O=c1[nH]c2cc(Br)c(Br)nc2[nH]1
 : 4	-3	-1	·	·	-4	·	0	0	7
55. CC(C)C(NC(=O)c1ccc(F)cc1)C(=O)NCC1CCCO1 (centres undefined)
 : -1	-8	0	1	4	3	0.9	-4	2	-7
56. COc1ccc(/C=C/CN2CCN(CC(C)C)C(CCO)C2)cc1 (centres undefined)
 : -5	-4	0	-10	5	12	-1.2	3	4	4
57. O=C(c1ccccc1NS(=O)(=O)c1ccc(Cl)cc1)N1CCc2ccccc21
 : 11	1	0	-8	5	3	-1.0	-3	-3	-1
58. CCCCOC(=O)c1ccc(NC(=O)C(=O)NCc2cccnc2)cc1
 : -2	1	3	-3	-2	-1	-3.1	-6	2	-9
59. CCOC(=O)C1(C)CCCN(C(=O)c2ccccc2C(F)(F)F)C1 (centres undefined)
 : -1	1	-1	·	-8	6	-0.1	-6	3	3
60. COc1cccc(/C=N/NC(=O)CNC(=O)c2ccco2)c1O
 : -4	3	4	1	-12	1	-1.7	-7	-10	1
61. CCCNC(=O)C1(C)CCCN(Cc2ccsc2)C1 (centres undefined)
 : -2	0	9	·	3	-5	-0.1	-1	5	-2
62. COc1ccc(-c2cc(-c3ccccc3)nc(NN)n2)cc1OC
 : -4	2	-2	-64	-2	-16	-1.0	-2	3	-1
63. Cc1ccc(S(=O)(=O)CCC(=O)OCCOc2cccc(Br)c2)cc1
 : 0	4	1	-21	10	3	-2.1	1	2	-5
